# MrgX1 allo act – positive allosteric modulators of MrgX1, primary screen, HEK293 cells, Fluo-4 calcium flux; Mas-related G-protein coupled receptor member X1 (Homo sapiens), Q96LB2; FDSS; hits give high values; B-score at 10 µM; 0.63% of 310,000 active;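 active = plate-corrected calcium response at least 3 library SD above typical, normal starting fluorescence, not activating the receptor alone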;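 note: compound read alongside a low EC10 to EC30 dose of BAM8-22 agonist; peak minus trough fluorescence over baseline measured at the second addition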
# RGS4 block – RGS4 inhibitors, primary screen, cell-based, HEK293 M3R inducible RGS4, calcium flux. 0.45% of 310,000 active. AID 463165, 2010. B-score at 10 µM. Fluo-4 calcium flux; hits give high values; triggered by carbachol at its EC20;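 active = B-score, a plate-corrected calcium signal, over three deviations above library mean, with baseline fluorescence within five deviations of library mean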;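 note: RGS4 expression induced by doxycycline in cells with stable M3 receptor; B-score is computed from the integrated fluorescence ratio over baseline after carbachol; higher B-score means a larger calcium signal and so more RGS4 inhibition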
# KCNK9 block – KCNK9 potassium channel inhibitors, primary screen, HEK293 cells, thallium flux; B-score at 10 µM; 1.2% of 310,000 active; FluxOR thallium flux fluorescence; hits give low values;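 active = ratio B-score over 3 SD below the library mean, with starting fluorescence within 5 SD of its mean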;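 note: negative B-score means less thallium flux so channel inhibition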
# KCNK3 inh – human KCNK3 channel inhibitors, primary screen, CHO cells, FluxOR thallium flux, B-score. FluxOR fluorescence; hits give low values. B-score at 10 µM. 0.84% of 340,000 active;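 active = B-score under library mean minus 4 SD, starting fluorescence ratio at most library mean plus 5 SD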;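 note: more negative B-score means stronger inhibition of thallium flux through KCNK3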
# ANO1 activ – TMEM16A chloride channel activators or potentiators, primary screen, cell-based, HTS. Anoctamin-1 (Mus musculus), Q8BHY3. HEK293 TMEM16A/YFP-H148Q/I152L, iodide quench fluorescence; hits give low values. B-score at 10 µM. 0.3% of 340,000 active. AID 623877, 2012;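 active = fluorescence-ratio B-score plate-corrected deviation score at least 3 library SD below zero, with starting fluorescence score within 5 deviations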;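 note: channel opened by trigger with iodide after compound preincubation; score built on the fluorescence ratio of max minus min over baseline; more negative score means more quench and so TMEM16A activation or potentiation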
# Target sequence (Q8BHY3 whole entry, looked up): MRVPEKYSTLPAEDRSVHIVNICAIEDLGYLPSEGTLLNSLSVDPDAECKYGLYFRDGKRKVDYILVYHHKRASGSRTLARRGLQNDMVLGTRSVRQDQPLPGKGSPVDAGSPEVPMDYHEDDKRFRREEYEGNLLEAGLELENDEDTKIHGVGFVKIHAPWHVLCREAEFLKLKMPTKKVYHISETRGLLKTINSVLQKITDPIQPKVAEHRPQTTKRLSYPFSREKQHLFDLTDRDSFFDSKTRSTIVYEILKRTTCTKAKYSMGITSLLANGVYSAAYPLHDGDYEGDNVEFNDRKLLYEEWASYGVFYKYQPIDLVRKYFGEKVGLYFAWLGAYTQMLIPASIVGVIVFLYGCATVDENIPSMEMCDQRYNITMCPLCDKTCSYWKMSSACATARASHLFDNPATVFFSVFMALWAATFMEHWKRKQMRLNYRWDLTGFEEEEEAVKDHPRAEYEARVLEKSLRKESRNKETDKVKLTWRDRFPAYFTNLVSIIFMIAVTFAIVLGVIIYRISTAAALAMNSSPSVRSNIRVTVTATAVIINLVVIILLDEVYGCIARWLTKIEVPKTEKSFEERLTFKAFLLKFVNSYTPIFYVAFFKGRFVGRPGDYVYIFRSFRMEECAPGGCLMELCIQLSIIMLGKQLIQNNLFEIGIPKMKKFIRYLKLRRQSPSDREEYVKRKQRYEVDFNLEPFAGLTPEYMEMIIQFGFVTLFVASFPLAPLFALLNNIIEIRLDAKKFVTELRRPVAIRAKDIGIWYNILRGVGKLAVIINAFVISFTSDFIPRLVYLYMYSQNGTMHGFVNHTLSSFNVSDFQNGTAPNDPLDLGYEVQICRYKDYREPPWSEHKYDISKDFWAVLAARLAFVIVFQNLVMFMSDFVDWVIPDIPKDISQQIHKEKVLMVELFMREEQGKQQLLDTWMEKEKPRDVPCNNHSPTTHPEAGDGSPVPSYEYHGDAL
# KCNQ1 act – potentiators or activators of KCNQ1 channel, primary screen, cell-based, thallium flux, high-throughput | Potassium voltage-gated channel subfamily KQT member 1 (Homo sapiens), P51787 | CHO-K1 KCNQ1, thallium flux FluxOR fluorescence; hits give high values | B-score at 10 µM | 0.35% of 310,000 active | AID 2648, 2010;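 active = fluorescence ratio B-score, a plate-corrected score, at least three library SD, with initial intensity B-score within 5 SD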
#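 assay system = CHO-K1 cells stably expressing KCNQ1 | medium = assay buffer, equal DMSO in all wells | timing = 37 °C overnight plating, 90-min dark dye load, 20-min compound pretreatment | measured by = kinetic FluxOR thallium fluorescence, 10-s 1-Hz baseline, 110-s post-stimulus read | measure = fluorescence change relative to baseline, converted to B score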
# hERG rescue – hERG rescue from dofetilide block, primary screen, cell-based, CHO-hERG, FluxOR thallium flux, dofetilide IC70; dofetilide IC70 present; activation (rescue from dofetilide block), less the hit threshold, % at 10 µM; 0.51% of 310,000 active; AID 1511, 2009;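 active = activation above the mean of controls blocked by dofetilide plus 5 SD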;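 note: thallium influx through hERG after potassium depolarization seen as dye fluorescence rise; in these data hits start at about 4.7%; inactives centre near -7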
# MrgX1 agonist – agonists of human MrgX1 receptor, primary screen, HEK293 cells, Fluo-4 calcium flux; Mas-related G-protein coupled receptor member X1 (Homo sapiens), Q96LB2; Fluo-4 calcium fluorescence, agonist mode; hits give high values; B-score at 10 µM; 0.44% of 310,000 active; AID 588627, 2011;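 active = calcium response B-score plate-corrected fluorescence ratio at least 3 library SD, with starting fluorescence B-score inside 5 SD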
#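 Assay system: MrgX1-expressing HEK293 cells / Amount: fifteen thousand cells per well / Doses: test compound in the initial addition of three / Timing: cells plated overnight, dye loaded 0.5 h 37 °C, 0.5 h room temperature / Technique: kinetic calcium dye fluorescence, Fluo-4 NW / Control set: positive and negative controls per plate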
# KCNQ1 inh – inhibitors of human KCNQ1 channel, primary screen, cell-based, thallium flux, high-throughput; CHO-K1 KCNQ1, FluxOR thallium flux fluorescence; hits give high values; B-score at 10 µM; 1.3% of 310,000 active; AID 2642, 2010;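 active = compounds whose thallium flux B-score, printed positive for inhibition, exceeds three library SD while starting fluorescence stays within three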;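 note: channel opened by potassium depolarization with thallium stimulus after 20 min compound exposure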
# ANO1 block – TMEM16A chloride channel inhibitors, primary screen, cell-based, HTS. Anoctamin-1 (Mus musculus), Q8BHY3. HEK293 TMEM16A/YFP iodide influx fluorescence, ionomycin. normalized B-score (activity score, 25-100; higher = stronger inhibition) at 10 µM. 1.2% of 310,000 active. AID 588511, 2011;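 active = ratio plate-corrected score three or more library SD toward inhibition, starting fluorescence score within five deviations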;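 note: score derived from kinetic fluorescence span divided by baseline fluorescence per well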
# RGS4 act – RGS4 potentiators or activators, primary screen, cell-based, HEK293 M3R inducible RGS4, calcium flux. B-score at 10 µM. AID 463111, 2010. carbachol calcium flux Fluo4; hits give low values. 0.92% of 310,000 active;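 active = B-score of the integrated calcium signal more than 4 SD below the library mean, with starting fluorescence not abnormally high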;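 note: negative B-score means reduced calcium response which marks RGS4 activation or potentiation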
#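 Assay system: Inducible-RGS4 HEK293 cells carrying M3 receptor | Schedule: Compound preincubation 20 min at room temperature before agonist | Signal: Kinetic calcium fluorescence imaging with Fluo4-AM dye, 2 µM | Read-out basis: B score from integrated fluorescence ratio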
# Active calls of the source: *; i = inactive; / = not tested or not shown.
SMILES,MrgX1 allo act,RGS4 block,KCNK9 block,KCNK3 inh,ANO1 activ,KCNQ1 act,hERG rescue,MrgX1 agonist,KCNQ1 inh,ANO1 block,RGS4 act
C=C(C)CN1C(=O)C(=O)N(CC(=C)C)C1=O,i,i,i,i,i,i,-8,i,i,i,i
NC(=O)NC(=O)COC(=O)CNS(=O)(=O)c1ccc(F)c(F)c1F,i,i,i,i,i,i,-6,i,i,i,i
Cc1ccc(-c2nc(CS(=O)CC(=O)NC(C)CCc3ccccc3)c(C)o2)cc1 (centres undefined),i,i,i,i,i,i,-11,i,i,i,i
CC(=O)n1cc(N(C(=O)CCl)c2ccc(C)cc2)c2ccccc21,i,i,i,i,i,i,-16,i,i,i,-7.2*
Cc1ccc(C(=O)C(C)OC(=O)c2ccc(Cl)nc2)cc1 (centres undefined),i,i,i,i,i,i,-5,i,i,i,i
CC(C)=C1C2CCC1C1C(=O)N(c3nc(-c4ccc(C(C)C)cc4)c(C)s3)C(=O)C21 (centres undefined),i,i,i,i,i,i,-9,i,i,i,i
CCC(C)(C)C1CCc2[nH]nc(C(=O)NCc3ccc(OC)cc3)c2C1 (centres undefined),i,/,/,i,i,/,/,i,/,i,/
COCCCNC(=O)CN(c1cccc(Cl)c1)S(C)(=O)=O,i,i,i,i,i,i,-7,i,i,i,i
CCOC(=O)C1(Cc2ccccc2Cl)CCN(C(=O)CCn2ccnc2C)CC1,i,i,i,i,i,i,-11,i,i,i,i
O=c1c2c(-c3ccc([N+](=O)[O-])cc3)csc2nc2n1CCCCC2,i,i,i,i,i,i,-8,i,i,i,i
Cn1c(CSCc2ccc(F)cc2)nnc1SCC(=O)N1CCN(c2ccccc2)CC1,i,i,i,i,i,i,-12,i,i,i,i
O=C(COC(=O)c1ccccc1SCC(=O)N1CCCC1)NCc1ccccc1,i,i,i,i,i,i,-8,i,i,i,i

# Reformatted as labelled records: 2 of the compounds above.
Compound: Cc1ccc(C(=O)C(C)OC(=O)c2ccc(Cl)nc2)cc1 (centres undefined)
  MrgX1 allo act = i | RGS4 block = i | KCNK9 block = i | KCNK3 inh = i | ANO1 activ = i | KCNQ1 act = i | hERG rescue = -5 | MrgX1 agonist = i | KCNQ1 inh = i | ANO1 block = i | RGS4 act = i

Compound: CC(C)=C1C2CCC1C1C(=O)N(c3nc(-c4ccc(C(C)C)cc4)c(C)s3)C(=O)C21 (centres undefined)
  MrgX1 allo act = i | RGS4 block = i | KCNK9 block = i | KCNK3 inh = i | ANO1 activ = i | KCNQ1 act = i | hERG rescue = -9 | MrgX1 agonist = i | KCNQ1 inh = i | ANO1 block = i | RGS4 act = i

# (cont.)
SMILES,MrgX1 allo act,RGS4 block,KCNK9 block,KCNK3 inh,ANO1 activ,KCNQ1 act,hERG rescue,MrgX1 agonist,KCNQ1 inh,ANO1 block,RGS4 act
Cn1c2ccccc2c(=O)c2c(=O)n(Cc3ccco3)c(-c3ccc(F)cc3)nc21,i,i,i,i,i,i,-6,i,i,i,i
CCNC(=O)COn1c(SCC(=O)NCC)nc2ccccc2c1=O,i,i,i,i,i,i,-5,i,i,i,i
CSCCC(N=C1NS(=O)(=O)c2ccccc21)C(=O)NCCc1ccccc1 (centres undefined),i,i,i,i,i,i,-18,i,i,i,i
CC(NC(=O)CN1CCN(c2ccccc2F)CC1)c1ccccc1 (centres undefined),i,i,i,i,i,i,-5,i,i,i,i
Cc1ccccc1C1=NC(C(F)(F)F)(C(F)(F)F)c2c(n(C)c(=O)n(C)c2=O)N1,i,i,i,i,i,i,-10,i,i,i,i
COc1ccc(-c2csc(NC(=O)COc3ccc(N(C)S(=O)(=O)c4ccc(C)cc4)cc3)n2)cc1,i,i,-8*,i,i,i,-11,i,i,i,i
C(C#CCCCCCCCCC[n+]1ccccc1)#CCCCCCCCCC[n+]1ccccc1,i,i,i,i,i,i,-17,i,i,i,-12*
FC(F)(F)c1cc(C(F)(F)F)c2ccc(N3CCN(c4ccc(Cl)cc4)CC3)nc2n1,i,i,i,i,i,i,-13,i,i,i,i
Cc1nc2ncnn2c(C)c1CCC(=O)NCCC1=CCCCC1,i,i,i,i,i,i,-6,i,i,i,i
O=C(c1ccc2nc(-c3ccco3)c(-c3ccco3)nc2c1)N1CCN(c2ncccn2)CC1,i,i,i,i,i,i,-28,i,i,i,i
N/C(=N\N=C\c1ccc2c(c1)OCO2)c1nonc1N,i,i,i,i,i,i,-9,i,i,i,i
C=CCN(CC=C)C(=S)Nc1ccccc1,i,i,i,i,i,i,-11,i,i,i,i
CC(C)c1nc(-c2c(N)n(C)c(=O)n(C)c2=O)sc1C(=O)C(C)(C)C,i,i,i,i,i,i,0,i,i,i,i
Cc1cc(-c2ccc(C)c(S(=O)(=O)NCC3CCN(Cc4ccc(F)cc4)CC3)c2)on1,i,i,i,i,i,i,-9,i,i,i,i
Cc1c(NC(=O)/C(C#N)=C/c2ccc(-c3ccc(Cl)c(Cl)c3)o2)c(=O)n(-c2ccccc2)n1C,i,i,i,i,i,i,-10,i,i,i,i
CC(NC(=O)CNC(=O)c1cccc(Cl)c1)c1ccccc1 (centres undefined),i,i,i,i,i,i,-3,i,i,i,i
COc1ccc(OCC(=O)Nc2c(C(=O)N3CCN(C)CC3)oc3ccccc23)cc1,i,i,i,i,i,i,-22,i,i,i,i
CN1CCCC(OC(=O)c2cccc(S(=O)(=O)N3CCCCCC3)c2)C1 (centres undefined),i,i,i,i,i,i,-12,i,i,i,i
C=CCn1c(SCc2c(C)noc2C)nc2sc(C)c(C)c2c1=O,i,i,i,i,i,i,-9,i,i,i,i
COc1ccc(C2(C(=O)NCC3CCCO3)CCOCC2)cc1 (centres undefined),i,i,i,i,i,i,-10,i,i,i,i
O=C(N/N=C/c1ccc([N+](=O)[O-])cc1)c1ccc2nc[nH]c2c1,i,i,i,i,i,i,-6,i,i,i,i
Cc1nonc1N1CCN(Cc2cn[nH]c2-c2ccc(F)cc2F)CC1,i,i,i,i,i,i,-13,i,i,i,i
CC(=O)c1cccc(NC(=O)C(C)OC(=O)CCN=C2NS(=O)(=O)c3ccccc32)c1 (centres undefined),i,i,i,i,i,i,-15,i,i,i,i
COc1ccc(NC2=C(C(C)=O)C(c3ccc(OC)cc3)C(C(C)=O)C(C)(O)C2)cc1 (centres undefined),i,i,i,-9.1*,i,i,-6,i,i,i,i
COc1cc(CNc2ccc(CNc3ncn[nH]3)cc2)ccc1OCC(=O)NC(C)(C)C,i,i,i,i,i,i,-10,i,i,i,i
Cc1ccc(S(=O)(=O)N2CCN(Cc3cccnc3)CC2)cc1,i,i,i,i,i,i,-2,i,i,i,i
C=CCN(c1nc(C)cc(OC)n1)S(=O)(=O)c1ccccc1,i,i,i,-9.2*,i,i,-12,i,i,i,i
CCCCCCC(=O)NCC(=O)OCC(=O)c1ccccc1,i,i,i,i,i,i,-10,i,i,i,i
CC(=O)N1c2c(cc(Br)cc2S(=O)(=O)NCC2COc3ccccc3O2)CC1C (centres undefined),i,i,i,i,i,i,-12,i,i,i,i
C=CCc1cccc2cc(C(=O)N3CCOCC3)c(=O)oc12,i,i,i,i,i,i,-13,i,i,i,i
COC(=O)C1SCC2C(=O)N(Cc3ccc(F)cc3)CC(=O)N21 (centres undefined),i,i,i,i,i,i,-5,i,i,i,i
O=C(NC(NNc1ccc([N+](=O)[O-])cc1)(C(F)(F)F)C(F)(F)F)c1ccc(Cl)cc1,i,i,i,i,i,i,-5,i,i,i,i
Nc1[nH]c(N=NC(=O)c2ccc(F)cc2)c2ccccc12,i,i,i,i,i,i,-4,i,i,i,i
CCOC(=O)c1ccc2ncc(C(=O)OCC)c(NCCN3CCOCC3)c2c1,i,i,i,i,i,i,-10,i,i,i,i
CC(C)=CC(=O)Nc1ccc(Br)cc1,i,i,i,i,i,i,-4,i,i,i,i
O=C(CSc1cccc[n+]1[O-])Nc1cc(S(=O)(=O)N2CCOCC2)ccc1N1CCOCC1,i,i,i,i,i,i,-7,i,i,i,i
CN(C)CC(C)(C)CNCc1cc(=O)oc2ccc3ccccc3c12,i,i,i,i,i,i,0,i,i,i,i
O=C(Nc1ccccc1)Nc1ccccc1C(=O)NCc1ccco1,i,i,i,i,i,i,-1,i,i,i,i
O=C(CCl)Nc1cn(-c2ccccc2)nc1-c1ccccc1,i,i,i,i,i,i,-24,i,i,i,i
CCN(CC)CC(C)OC(=O)COc1ccc(OC)cc1 (centres undefined),i,i,i,i,i,i,-7,i,i,i,i
Cn1c(O)c(/C=N/Nc2ccccc2)c(=O)n(C)c1=O,i,i,i,i,i,i,-6,i,i,i,i
CCCCCCC[C@H](N)[C@H](O)C(=O)N(C)[C@@H](CCS(C)=O)C(=O)N[C@@H](Cc1ccc(O)cc1)C(=O)N[C@@H](Cc1ccc(O)cc1)C(=O)O (some centres undefined),i,i,i,i,i,i,-6,i,i,i,i
COc1ccc(S(=O)(=O)N2CCOC2CNC(=O)C(=O)NCc2ccc3c(c2)OCO3)cc1 (centres undefined),i,i,i,i,i,i,-14,i,i,i,i
CN1CCN(CC(=O)N/N=C/c2ccc(F)c(F)c2)CC1,i,i,i,i,i,i,-3,i,i,i,i
Cc1c(CNC2CCCC(C)C2C)c(C(=O)O)c(C)n1Cc1ccccc1 (centres undefined),i,i,i,i,i,i,-7,i,i,i,i
NC(=O)CC[C@H](NC(=O)c1ccc(F)cc1)C(=O)OCC(=O)Nc1ccc(N2CCOCC2)cc1,i,i,i,i,i,i,-6,i,i,i,i
Clc1cccc(/C=N/Nc2nc(Cl)nc3ccccc23)c1,i,i,i,i,i,i,-16,i,i,i,i
CCOc1cc(/C=N/Nc2ccccc2Cl)ccc1OCC(=O)O,i,/,/,i,i,/,/,i,/,i,/
COc1ncccc1-c1nnn(-c2ccccc2)n1,i,i,i,i,i,i,-12,i,i,i,i
